STEP block – inhibitors of human striatal-enriched phosphatase STEP; recombinant STEP, OMFP fluorogenic substrate, fluorescence; 0.25% of 360,000 active; inhibition, % at 20 µM; P54829; AID 588621;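 active means inhibition at 20 µM, scaled per plate between control wells, above about 37%, limit read from the data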;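 further: 0% = DMSO with enzyme and substrate and 100% = substrate only without enzyme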
Target sequence (P54829 whole entry, looked up): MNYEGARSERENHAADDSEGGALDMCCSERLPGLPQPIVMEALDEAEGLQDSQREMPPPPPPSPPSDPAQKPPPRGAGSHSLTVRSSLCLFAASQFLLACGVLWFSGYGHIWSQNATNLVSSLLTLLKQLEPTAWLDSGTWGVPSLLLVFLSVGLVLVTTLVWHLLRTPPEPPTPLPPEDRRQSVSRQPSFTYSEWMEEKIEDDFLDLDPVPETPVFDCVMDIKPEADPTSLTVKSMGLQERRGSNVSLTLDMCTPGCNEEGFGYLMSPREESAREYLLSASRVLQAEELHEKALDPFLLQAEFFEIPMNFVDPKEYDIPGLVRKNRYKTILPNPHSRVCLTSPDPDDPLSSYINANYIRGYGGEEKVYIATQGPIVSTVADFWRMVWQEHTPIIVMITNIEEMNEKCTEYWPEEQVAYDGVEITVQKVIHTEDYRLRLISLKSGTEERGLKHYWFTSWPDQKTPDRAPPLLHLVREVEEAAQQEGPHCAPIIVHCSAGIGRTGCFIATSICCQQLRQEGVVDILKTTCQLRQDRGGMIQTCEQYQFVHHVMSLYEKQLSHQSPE
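Also added – OMFP at 25 µM · Test system – STEP tyrosine phosphatase · Technique – FITC-channel fluorescence of OMFP product · Schedule – 20 min at room temperature, dark · Evaluation – control-normalized % inhibition with plate pattern correction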
SUMO1 PPI mod – alters human SUMO1 binding to SIM partners | inhibition, % at 20 µM | P63165 | SUMO1 binding to a labelled peptide, TR-FRET, 1 h | 0.33% of 360,000 active | AID 602429; in the data active means inhibition above about 37%
Rpn11 inh – Rpn11 (human) deubiquitinase inhibition. calls only at 20 µM. human 26S proteasome, Ub4-pepOG fluorescence polarization; 20S core pre-blocked with epoxomicin. 0.59% of 360,000 active;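 active means inhibition at 20 µM, scaled to each plate's controls, above about 33%, limit read from the data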
Target sequence (O00487 whole entry, looked up): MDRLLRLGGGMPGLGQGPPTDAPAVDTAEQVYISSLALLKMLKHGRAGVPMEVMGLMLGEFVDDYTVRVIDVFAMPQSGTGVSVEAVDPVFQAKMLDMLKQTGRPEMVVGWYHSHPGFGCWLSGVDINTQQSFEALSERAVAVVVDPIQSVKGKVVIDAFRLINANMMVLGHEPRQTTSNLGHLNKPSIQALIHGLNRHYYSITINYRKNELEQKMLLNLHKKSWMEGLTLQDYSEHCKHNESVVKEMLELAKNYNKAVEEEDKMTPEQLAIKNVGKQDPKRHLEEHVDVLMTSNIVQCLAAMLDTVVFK
CSN deneddyl inh – blocks human CSN-mediated cullin deneddylation | Purified CSN, SCF-Nedd8-OG deneddylation, fluorescence polarization | inhibition, % at 12.5 µM | 0.38% of 360,000 active | Q92905 | AID 651999;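 active means pattern-corrected inhibition above about 35%, with an unprinted fluorescence ratio check between 0.5 and 1.5, limit read from the data, passing the limit was not always enough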;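 further: 0% = enzyme with substrate and 100% = substrate without enzyme; some results filed as inactive read as strong as hits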
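Material: purified human Csn5 enzyme expressed in HEK293T cells / Medium: Tris buffer pH 7.5, NaCl, DTT, Tween-20, trehalose, ovalbumin / Compound dosing: 12.5 µM single point / Schedule: 90 min incubation of compound, enzyme and substrate at room temperature / Signal: fluorescence polarization of the substrate / Control set: no-enzyme wells high, enzyme-with-substrate wells low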
Scp-1 inhibitor – Scp-1 (human) phosphatase inhibition. Q9GZU7. Recombinant Scp1, phosphopeptide, malachite green phosphate absorbance. inhibition, % at 20 µM. 0.88% of 340,000 active. AID 493091;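 active means inhibition above about 50% at 20 µM, limit read from the data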;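 further: plate controls were DMSO wells with enzyme for no effect and wells lacking enzyme for full effect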
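Test system: SCP-1 catalytic domain; Buffer or medium: Acidic Tris acetate buffer with magnesium and detergent; Also added: Phosphorylated 17-residue peptide substrate; Compound: single 20 µM dose, 1% DMSO; Schedule: enzyme reaction 45 min at room temperature, colour 5 min, stabilisation 30 min; Signal: Phosphate-binding colour reagent, absorbance read at 630 nm.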
MsrA inh – inhibits bovine methionine sulfoxide reductase A. 0.75% of 360,000 active. purified bovine MsrA, absorbance read-out. AID 651718. inhibition, % at 15.5 µM; in the data active means inhibition above about 4.5%;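 further: 0% = vehicle wells with enzyme and 100% = reference inhibitor wells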
LMPTP inh – LMPTP (human) inhibition | recombinant LMPTP-A, OMFP fluorogenic substrate, fluorescence intensity | P24666 | 0.22% of 360,000 active | inhibition, % at 20 µM;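 active means compounds that cut the enzyme signal by at least half of the control window in the single-dose screen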;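 further: plate controls were DMSO wells with enzyme plus substrate for no effect and substrate without enzyme for full effect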
Target sequence (P24666 whole entry, looked up): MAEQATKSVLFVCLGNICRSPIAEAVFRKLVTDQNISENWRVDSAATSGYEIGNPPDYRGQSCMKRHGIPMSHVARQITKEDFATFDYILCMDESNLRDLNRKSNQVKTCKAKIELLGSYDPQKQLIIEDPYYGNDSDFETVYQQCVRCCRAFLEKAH
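material = LMPTP-A | quantity = 0.625 nM enzyme | reagent = OMFP substrate, 400 µM final | buffer or medium = Bis-Tris pH 6.0, DTT, detergent | detection = endpoint fluorescence intensity from OMFP dephosphorylation | dosing = single 20 µM dose | read-out basis = % inhibition relative to no-enzyme and uninhibited control wells | control set = no-enzyme and uninhibited controls | timing = 50 min at room temperature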
DNMT1 block – DNMT1 (human) enzyme inhibition; P26358; DNMT1 molecular beacon, Hinp1I cleavage, fluorescence; inhibition (reported as % activation of signal), % at 10 µM; 0.83% of 360,000 active; AID 588458; in the data active means inhibition above about 50%
NadD block – inhibitors of Staphylococcus aureus NadD; purified NadD enzyme, colorimetric absorbance read-out; inhibition, % at 20 µM; 0.78% of 360,000 active; in the data active means inhibition above about 26%; further: some compounds past the cut are filed as inactive
Tb MetRS inh – blocks T. brucei methionyl-tRNA synthetase activity; purified T. brucei MetRS, ATP depletion, Kinase-Glo luminescence; inhibition, % at 11.9 µM; 0.4% of 360,000 active; AID 624268;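 active means inhibition above a per-plate cutoff of the control wells' mean inhibition plus 3 SD, cut at about 5.5% in these data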;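 further: 0% = DMSO wells median and 100% = median of wells with control inhibitor compound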
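System: purified T. brucei MetRS enzyme / Detection: Kinase-Glo luciferase luminescence reporting remaining unconsumed ATP / Medium: HEPES buffer with MgCl2, KCl, DTT, spermine, BSA, pyrophosphatase / Replication: singlicate, one well per compound / Evaluation: percent inhibition relative to median high and low control wells / Schedule: 2 h aminoacylation at 25 °C after 15 min preincubation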
Numbers without * were called inactive; i = inactive; . = no result given. Rows were taken by chance. About 3.9% of those tested had a hit in this group.

SMILES	STEP block	SUMO1 PPI mod	Rpn11 inh	CSN deneddyl inh	Scp-1 inhibitor	MsrA inh	LMPTP inh	DNMT1 block	NadD block	Tb MetRS inh
O=C(COc1ccc2ccc(=O)oc2c1)N1CC[C@@]2(O)CCCC[C@H]2C1	1	-6	i	-1	10	1.0	0.0	1	-2	-0.4
Cn1c(=O)c2cc(S(=O)(=O)NC(Cc3ccccc3)C(=O)NCc3ccco3)ccc2n(C)c1=O (configuration not stated)	0	3	i	0	-6	-0.1	0.6	-1	7	-1.0
Cc1ccccc1C(=O)NNC(=O)C(C)N1C(=O)c2ccccc2C1=O (configuration not stated)	0	-1	i	-3	-7	-0.1	-1.3	5	3	0.0
O=[N+]([O-])c1ccc(-c2nc(Nc3cccc(O)c3)c3ccccc3n2)cc1	-5	-28	i	-2	-10	1.1	6.7	-3	12	0.8
CCCc1[nH]nc2c1C(c1ccc(OC)c(CSC3=NCCS3)c1)C(C#N)=C(N)O2 (configuration not stated)	0	-4	i	4	-8	0.1	2.1	-11	3	-0.4
COc1ccc(-c2cc(C(F)F)n3ncc(C(=O)N4CCc5ccccc5C4)c3n2)cc1	-2	-11	i	-3	-10	0.7	4.9	-7	-2	0.0
CCOc1ccc(S(=O)(=O)Nc2ccc3c(c2)OCO3)c2cccnc12	2	-5	i	1	22	2.5	3.4	1	4	-0.7
Cc1ccccc1C(=O)c1cccn1CC(=O)NCc1cccc(Cl)c1	-1	2	i	-1	-5	-0.6	0.6	-1	-1	-0.4
CN(c1ccccc1)c1nc(N)c([N+](=O)[O-])c(N2CCCCC2)n1	-2	-3	i	0	-11	0.6	3.7	2	-8	-0.1
Cc1ccccc1-n1c(C)nnc1SCC(=O)NC1CCCc2ccccc21 (configuration not stated)	-2	3	i	-4	-8	0.9	-10	-4	7	-0.7

Random excerpt: six records from the list.
SMILES	STEP block	SUMO1 PPI mod	Rpn11 inh	CSN deneddyl inh	Scp-1 inhibitor	MsrA inh	LMPTP inh	DNMT1 block	NadD block	Tb MetRS inh
COc1ccc(-c2cc(C(F)F)n3ncc(C(=O)N4CCc5ccccc5C4)c3n2)cc1	-2	-11	i	-3	-10	0.7	4.9	-7	-2	0.0
Cn1c(=O)c2cc(S(=O)(=O)NC(Cc3ccccc3)C(=O)NCc3ccco3)ccc2n(C)c1=O (configuration not stated)	0	3	i	0	-6	-0.1	0.6	-1	7	-1.0
Cc1ccccc1C(=O)NNC(=O)C(C)N1C(=O)c2ccccc2C1=O (configuration not stated)	0	-1	i	-3	-7	-0.1	-1.3	5	3	0.0
O=[N+]([O-])c1ccc(-c2nc(Nc3cccc(O)c3)c3ccccc3n2)cc1	-5	-28	i	-2	-10	1.1	6.7	-3	12	0.8
CN(c1ccccc1)c1nc(N)c([N+](=O)[O-])c(N2CCCCC2)n1	-2	-3	i	0	-11	0.6	3.7	2	-8	-0.1
Cc1ccccc1C(=O)c1cccn1CC(=O)NCc1cccc(Cl)c1	-1	2	i	-1	-5	-0.6	0.6	-1	-1	-0.4

(next part)
SMILES	STEP block	SUMO1 PPI mod	Rpn11 inh	CSN deneddyl inh	Scp-1 inhibitor	MsrA inh	LMPTP inh	DNMT1 block	NadD block	Tb MetRS inh
O=C(COC(=O)c1cnccn1)c1ccc2ccccc2c1	1	-15	i	-6	-3	0.1	-3.1	1	1	-0.6
CC(C)NC(=O)C(Cc1ccccc1)N1C(=O)c2ccccc2C1=O (configuration not stated)	-3	4	i	-3	-3	-1.0	-1.4	0	2	-0.6
COc1ccc(N(CC(=O)NCc2ccc(C)cc2)S(=O)(=O)c2ccccc2[N+](=O)[O-])c(OC)c1	3	-1	i	-22	3	0.2	2.8	-3	2	-0.1
Cc1nc(SCC(=O)N2c3ccccc3NC(=O)CC2C)c2c(C)c(C)sc2n1 (configuration not stated)	2	8	i	0	3	-1.0	0.6	-8	2	0.0
CCOc1ccc(NS(=O)(=O)c2ccc(C(=O)N(C)CC(=O)Nc3ccccc3Br)cc2)cc1	-5	-13	i	-6	-13	0.0	-7.7	1	-3	0.1
C/C(=N/NC(=O)c1ccoc1C)c1ccc(NC(=O)c2ccncc2)cc1	-4	2	i	0	-6	1.9	-2.4	-17	2	-0.7
COC(=O)[C@]12CCCCC=C1N(Cc1ccc(Cl)cc1Cl)C(=O)[C@H](CC(=O)NCc1ccccc1)C2	.	6	.	-7	.	0.3	2.9	.	10	-0.5
O=S(=O)(c1ccc(Br)s1)N1CCC(Cc2ccccc2)CC1	2	-1	i	2	-8	0.3	2.9	5	2	-0.6
NC(=O)C1CCN(Cc2nc3cc(C(F)(F)F)ccc3c(=O)[nH]2)CC1	2	3	i	-1	6	-1.3	-1.5	2	-2	-0.3
CC(C)(C)NC(=O)c1cccc(NC(=O)c2ccco2)c1	-1	9	i	-1	-5	1.2	-1.7	4	8	-0.8
COc1ccc(CNC(=O)c2c(-c3c(F)cccc3Cl)noc2C)cc1	0	4	i	-4	-15	-0.9	-1.4	2	-3	0.0
COc1ccc(NC(=O)CCS(=O)(=O)c2ccc(Br)s2)cc1	10	7	i	-1	41	0.0	-0.3	20	-8	-0.2
COc1ccc(C(=O)Nn2c(SCC(=O)NCC3CCCO3)nc3ccccc3c2=O)cc1 (configuration not stated)	-1	9	i	1	4	-1.5	-1.5	1	-1	-1.4
COc1ccc(NC(=O)C2CCCN(C(=O)Nc3ccc(OC)cc3)C2)cc1 (configuration not stated)	1	2	i	-3	-1	0.5	0.0	-1	8	-0.1
Brc1ccc(C2C3=C(Nc4ncnn42)c2ccccc2OC3c2ccncc2)cc1 (configuration not stated)	1	-2	i	-1	2	0.1	1.1	-10	12	-0.4
Cc1ccc(S(=O)(=O)N(C)C[C@@H]2OCc3cnnn3CCCC(=O)N([C@@H](C)CO)C[C@@H]2C)cc1	3	-2	i	-1	.	2.6	0.0	4	0	-1.2
Cc1nn(-c2ccccc2)c(C)c1C(=O)OCC(O)=C(C#N)c1nc2ccccc2[nH]1	0	11	i	4	-21	0.5	-0.1	-25	12	0.3
COc1ccc(NC(=O)N2CCN(S(C)(=O)=O)CC2)cc1OC	0	-3	i	1	4	-1.0	0.2	-3	2	-0.2
CCOC(=O)C1(C)CCCN(C(=O)c2cccs2)C1 (configuration not stated)	0	-6	i	-7	.	0.5	-1.0	1	-6	0.2
CC[C@@]1(C(=O)OC)N[C@H](CN(C)C(=O)NC(C)C)[C@@H]2C(=O)N(Cc3ccccc3)C(=O)[C@@H]21	-1	6	i	3	-5	0.1	-1.2	4	-3	0.5
COc1ccc(CCC(=O)NNC(=O)Nc2ccc(OC)c(OC)c2)cc1	-1	8	i	-7	-5	-0.1	0.2	2	1	-0.2
Cn1nc(-c2ccc(OCC(=O)NCC3CCCO3)cc2)c2ccccc2c1=O (configuration not stated)	-2	-4	i	0	0	0.4	-2.3	0	-1	-0.2
COCCNC(=O)c1cc(C(=O)CC(C)C)c[nH]1	-3	16	i	-5	-4	-0.2	-0.5	-2	1	0.1
O=C(NCc1ccco1)c1cnn2c1NC(c1ccccc1)CC2C(F)(F)F (configuration not stated)	10	-2	i	1	1	-1.4	-0.1	-3	-4	-0.4
CCC1COCCS(=O)(=O)N1Cc1ccccc1C (configuration not stated)	-1	0	i	-1	-4	1.2	-1.3	2	-8	-0.1
CC(=O)Nc1ccc(C(=S)NCC2(N(C)C)CCCCC2)cc1	3	-5	i	-4	6	-0.2	0.5	-1	-4	1.0
CCOc1ccc2nc(NC(=O)Nc3cccs3)sc2c1	2	14	i	-3	-10	-0.5	1.0	-17	0	0.3
COc1ccc(CCNC(=O)CSc2ccsc2[N+](=O)[O-])cc1OC	1	-24	i	4	3	0.6	-1.4	-7	-1	-1.1
CCOc1cc(S(=O)(=O)Nc2ccc(CC)cc2)ccc1Cl	-6	-2	i	-8	-11	-0.5	4.2	-9	-20	0.3
O=C(Oc1nsnc1N1CCOCC1)N1CCCC1	0	-1	i	-6	-18	0.4	0.5	1	-5	0.1
COc1ccc(OC)c(NC(=O)C2CCC(CNc3c(N4CCOCC4)c(=O)c3=O)CC2)c1 (configuration not stated)	-2	2	i	7	-1	1.8	1.0	-1	-11	-0.6
CC(C)(C)S(=O)(=O)/C(C#N)=N/Nc1ccc(C#N)cc1	0	-11	i	-2	-7	4.4	0.4	0	-1	0.5
O=C(Nc1cccc(Cl)c1N1CCCC1)c1ccc(Br)o1	4	-4	i	5	-7	-0.5	4.6	4	-5	-0.5
CC(C)NC(=O)CSc1nc(-c2ccccc2)cs1	1	0	i	-13	-13	0.5	-0.2	0	-3	-0.5
CC(Sc1nnc(COc2ccccc2)n1-c1ccccc1)C(=O)O (configuration not stated)	0	2	i	0	-2	-0.8	-2.8	2	-8	-1.2
CCC(C)c1ccc(NC(=O)COC(=O)CCNS(=O)(=O)c2cccs2)cc1 (configuration not stated)	-1	1	i	-3	-8	-0.4	2.1	-1	-7	-0.3
O=C(CSc1nnc(-c2cccs2)n1CC1CCCO1)c1cc2ccccc2o1 (configuration not stated)	-1	-16	i	-2	6	0.5	1.9	-6	14	0.3
COc1ccc(CC2(CO)CCN(Cc3c(C)nn(C(C)C)c3C)CC2)cc1	-4	4	i	-2	-5	0.6	0.5	0	3	0.3
CCOCC(=O)Nc1ccc2c(c1)N(S(=O)(=O)c1cccs1)CCC2	3	-1	i	1	-9	-0.5	-0.6	0	-6	-0.4
Cc1ccc2oc(=O)c3cc(C(=O)NCc4ccco4)sc3c2c1	4	0	i	-1	-7	2.8	0.5	8	1	0.2
CCCNC(=O)Cn1nc(C(F)(F)F)c2c1CCC2	11	3	i	7	-4	-1.3	-1.6	-1	2	-0.6
CC(O)CN(CCC(N)=O)CCC(N)=O (configuration not stated)	-6	-1	i	1	-3	0.2	-1.3	2	2	-0.2
Cc1c(S(=O)(=O)Nc2cccc(Cl)c2)c(=O)n(C)c(=O)n1C	0	-4	i	6	-5	-1.1	-1.3	4	-2	0.7
O=C1NC[C@@H](Cc2cccc3ccccc23)N(CCC23CC4CC(CC(C4)C2)C3)C1=O	3	5	i	14	15	-0.1	0.2	-2	3	-0.4
Cc1cccc(CS(=O)(=O)Cc2ccc(C(=O)NCC3CCCO3)o2)c1 (configuration not stated)	0	-4	i	1	-8	0.3	0.5	21	3	-1.7
CSc1nnc2n(-c3ccccc3)c(=O)c3c4c(sc3n12)CCC4	3	1	i	1	20	-0.3	0.5	0	-2	-0.8
